MITF inh: human MITF inhibition, primary screen | O75030 | AlphaScreen MITF homodimerization, bead proximity signal | inhibition, % at 2.6 µM | 0.91% of 650,000 active; in the data active = inhibition above about 50%;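 note: 0% = vehicle wells with protein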
Target sequence (O75030 whole entry, looked up): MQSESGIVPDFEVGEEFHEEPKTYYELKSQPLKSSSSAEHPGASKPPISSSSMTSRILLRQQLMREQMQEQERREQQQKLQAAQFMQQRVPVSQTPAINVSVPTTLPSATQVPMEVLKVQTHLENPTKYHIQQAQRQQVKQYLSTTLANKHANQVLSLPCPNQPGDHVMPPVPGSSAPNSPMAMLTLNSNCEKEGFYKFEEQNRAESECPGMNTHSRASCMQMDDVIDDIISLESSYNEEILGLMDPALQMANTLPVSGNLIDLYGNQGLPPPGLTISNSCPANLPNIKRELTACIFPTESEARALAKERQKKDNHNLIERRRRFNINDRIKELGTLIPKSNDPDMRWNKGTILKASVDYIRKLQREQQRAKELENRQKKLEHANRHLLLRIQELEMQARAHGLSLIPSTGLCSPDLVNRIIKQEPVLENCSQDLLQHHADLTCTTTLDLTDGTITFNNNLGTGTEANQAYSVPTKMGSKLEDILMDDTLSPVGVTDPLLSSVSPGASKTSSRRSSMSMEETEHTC
FBW7 activator: human FBW7 E3 ligase activation, primary screen. Q969H0. AlphaScreen FBW7–phospho-cyclin E peptide binding, activator screen. normalized activity (activation), % at 26.1 µM. 0.13% of 650,000 active. AID 1259310; in the data active = normalized activity above about 1.9%;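 note: purified mutant Fbw7 with reduced substrate affinity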
GPR151 ag: activates the human receptor GPR151 | 1% of 650,000 active | PathHunter beta-arrestin GPR151 cells, luminescence | Q8TDV0 | AID 1508602 | activation, % at 11.2 µM; in the data active = activation above about 4.9%;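 note: 0% = median of compound wells and 100% = cells with positive control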
Target sequence (Q8TDV0 whole entry, looked up): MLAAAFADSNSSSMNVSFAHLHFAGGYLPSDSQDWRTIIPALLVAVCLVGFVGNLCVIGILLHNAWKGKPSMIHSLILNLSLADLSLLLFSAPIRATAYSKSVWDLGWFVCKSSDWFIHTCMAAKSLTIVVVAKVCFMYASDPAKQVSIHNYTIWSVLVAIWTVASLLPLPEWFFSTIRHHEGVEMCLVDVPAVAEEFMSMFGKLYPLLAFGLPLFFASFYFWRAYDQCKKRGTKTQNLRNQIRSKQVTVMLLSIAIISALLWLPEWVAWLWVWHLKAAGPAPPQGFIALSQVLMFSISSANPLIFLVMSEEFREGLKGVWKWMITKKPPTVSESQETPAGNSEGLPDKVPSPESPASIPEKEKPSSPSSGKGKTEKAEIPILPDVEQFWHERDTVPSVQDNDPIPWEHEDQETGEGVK
TEAD-YAP block: TEAD-YAP interaction inhibition. HEK-TIYL cells, TEAD-Gal4/YAP UAS-luciferase luminescence. inhibition, % at 9.12 µM. 1.4% of 640,000 active; in the data active = inhibition above about 32%;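 note: 0% = median of test compound wells and 100% = reference inhibitor wells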
The depositor's hits bear a star; & = joins results of further samples.

# | canonical_smiles | TEAD-YAP block | GPR151 ag | FBW7 activator | MITF inh
1 | CNC(=O)[C@@H]1C[C@H](NCc2ccc(OC)c(C)c2)CN1Cc1ccccc1Cl | 3 | 1.3 | 0.2 | 6
2 | CSCCC(=O)N(C)C(Cc1ccc(F)cc1)C1CCN(C(=O)c2ccnn2C)CC1 (stereo unspecified) | -10 | 1.2 | -0.1 | -7
3 | CCc1nnc(NC(=O)C(C)N2CCN(C)CC2)s1 (stereo unspecified) | 6 | 0.5 | 0.0 | 23
4 | COCCCNC(=O)CCc1c(C)nc2c(c(C)nn2C)c1C | -3 | -1.7 | 0.1 | 0
5 | COc1ccc(CC(=O)NCc2nnc(SCC(=O)NC3CCCCC3)n2C)cc1 | 3 | -0.9 | 0.0 | -15
6 | O=C(NC1CCCC1)c1ccc(Br)o1 | 3 | 0.4 | 0.1 | 3
7 | Cc1cc(C)n(-c2ccc(C(=O)OCC(=O)Nc3sc4c(c3C(N)=O)CCC4)cc2)n1 | -4 | 2.3 | 0.1 | -4
8 | COc1ccc2nc(Nc3nnc(-c4ccco4)o3)sc2c1 | -48 | 0.6 | 0.1 | 2
9 | COCCNC(=O)N1CCN(c2nc3ccc(SC)cc3s2)CC1 | -20 | 0.4 | -0.2 | 4
10 | Cc1cc(NCCN2CCOCC2)nc(-c2ccc(C(=O)N3CCN(C)CC3)cc2)n1 | 2 | -0.6 | 0.2 | -1
11 | COc1ccc(CN[C@H]2C[C@H]3C(=O)N[C@H](Cc4ccccc4)C(=O)N3C2)cc1 | -5 | 2.7 | 0.3 | 13
12 | O=C(CSc1nnnn1-c1ccccc1)OCN1C(=O)c2ccccc2C1=O | 6 | 0.4 | 0.0 | 2

Brought forward from above: two compounds; new compounds follow.
# | canonical_smiles | TEAD-YAP block | GPR151 ag | FBW7 activator | MITF inh
11 | COc1ccc(CN[C@H]2C[C@H]3C(=O)N[C@H](Cc4ccccc4)C(=O)N3C2)cc1 | -5 | 2.7 | 0.3 | 13
12 | O=C(CSc1nnnn1-c1ccccc1)OCN1C(=O)c2ccccc2C1=O | 6 | 0.4 | 0.0 | 2
13 | CCOc1cccc2c1OC(c1cc(OC)ccc1OC)N1N=C(c3cccc(OC)c3)CC21 (stereo unspecified) | 7 | -0.1 | 0.3 | 6
14 | CCCNC(=O)c1ccc(C)cc1Cl | -13 | 0.2 | 0.0 | 9
15 | O=C(Nc1ccc(F)c(Cl)c1)/C(=C/c1cccc([N+](=O)[O-])c1)NC(=O)c1ccccc1Br | 8 | -1.2 | -0.1 | -10
16 | CCc1ccc2c(CN3CCN(C(C)=O)CC3)cc(=O)oc2c1 | 12 | -1.5 | 0.0 | 2
17 | O=Cc1cc([N+](=O)[O-])ccc1SCCSc1ccc([N+](=O)[O-])cc1C=O | 0 | 3.6 | 0.1 | 6
18 | CCOC(=O)c1cccc(NC(=O)c2cccc(Cl)c2)c1 | -41 | 1.0 | 0.2 | -16
19 | O=C(NCCc1ccccc1)c1c[nH]c2ccc(S(=O)(=O)N3CCc4ccccc4C3)cc2c1=O | 3 | 1.6 | -0.1 | -12
20 | Cc1ccc(CNc2nc(C)c(-c3ccn(CC4CCCCO4)n3)s2)o1 (stereo unspecified) | 2 | 0.3 | 0.1 | 6
21 | Cc1cc(Nc2ccc(N3CCOCC3)cc2)nc(-c2ccc(C(=O)NC3CC3)cc2)n1 | -9 | -0.7 | -0.1 | 0
22 | O=C(O)c1ccc(Nc2cccc(F)c2)c([N+](=O)[O-])c1 | 11 | 1.0 | 0.0 | -3
23 | O=C(N[C@H]1C[C@H]2C(=O)N[C@H](Cc3ccccc3)C(=O)N2C1)c1c(Cl)cccc1Cl | 11 | -1.3 | -0.9 | 8
24 | CC(=O)c1sc2nsc(SCCN3CCCC3)c2c1N | -23 | 0.4 | -0.4 | 3
25 | CCCCNC(=O)C(=O)Nc1ccccc1 | -63 | -4.0 | -0.2 | -5
26 | COC(=O)CNC(=O)CSc1nc2sc3c(c2c(=O)n1-c1ccccc1)CCCC3 | 13 | 1.4 | -0.1 | -3
27 | Cc1cc(=O)[nH]c(Nc2ccc(Nc3ccccc3)cc2)n1 | 18 | 1.4 | -0.3 | 14
28 | O=C1NC2(CCCc3sccc32)C(=O)N1Cc1cc(=O)n2ccsc2n1 (stereo unspecified) | -9 | -1.6 | 1.0 | -13
29 | CCOc1ccc2[nH]ccc(=O)c2c1 | -6 | -0.5 | 0.0 | 13
30 | CCC(C)C(NCCC(=O)c1ccc(OCCC(C)C)cc1)C(=O)O (stereo unspecified) | 2 | 0.1 | -0.1 | 14
31 | CC[n+]1c(C)sc2c3ccccc3ccc21 | 6 | 1.7 | 0.1 | -1
32 | NN(CCC(=O)N1CCCCC1)C1=NS(=O)(=O)c2ccccc21 | -1 | 1.0 | -0.1 | -17
33 | CN(c1ncnc(N)c1[N+](=O)[O-])C1CCS(=O)(=O)C1 (stereo unspecified) | 22 | -0.8 | 0.2 | 10
34 | Cc1ccc(CN2C(=O)C3C(C(=O)Nc4cccc(Cl)c4)C4C=CC3(O4)C2C(=O)NC2CCCC(C)C2C)cc1 (stereo unspecified) | -8 | -0.1 | 0.5 | 14
35 | O=C(Nc1cc(Cl)cc(Cl)c1)C(F)C(F)(F)F (stereo unspecified) | -2 | -0.1 | -0.1 | -2
36 | Cc1c(NC(=O)C(C)OC(=O)CC2CC3CCC2C3)c(=O)n(-c2ccccc2)n1C (stereo unspecified) | 16 | 1.2 | -0.1 | 4
37 | N#Cc1ccccc1NC(=O)N1CCN(c2ccc3cccc(-c4ccncc4)c3n2)CC1 | 10 | 0.2 | 0.1 | 0
38 | N#CC1=C(N)OC2=C(C(=O)CCC2)C1C1CC=CCC1 (stereo unspecified) | 7 | 0.2 | -0.1 | 14
39 | COc1cc(C=C2C(=O)NC(=O)NC2=O)cc(Br)c1OCc1ccccc1 | 4 | -2.3 | -0.1 | -4
40 | O=C(NCC1CCCO1)c1cc(-c2ccncc2)nc2ccccc12 (stereo unspecified) | 1 | -0.2 | 0.1 | -7
41 | C=CCOC(=O)C1=C(C)Nc2c(c(=O)n(C)c(=O)n2C)C1c1ccc(C#N)cc1 (stereo unspecified) | -1 | -0.7 | -0.1 | 0
42 | CC1CCCCN1S(=O)(=O)c1ccc(C(=O)Nc2sc3c(c2C#N)CCC3)cc1 (stereo unspecified) | -4 | -1.1 | 0.5 | 4
43 | COc1ccccc1Cc1nc2ccccc2[nH]c1=O | -1 | -0.6 | 0.0 | -6
44 | O=C(Nc1cc(Sc2ccccc2)cc(Sc2ccccc2)c1)c1c(F)cccc1F | -2 | 0.1 | -0.1 | 2
45 | CCOC(=O)c1c(NC(=O)CSc2nnc(CNC(=O)Cc3ccc(OC)cc3)n2Cc2ccccc2)sc2c1CCCC2 | -7 | 0.5 | -0.1 | -1
46 | CCN(CC)C(=O)C1CCCN(c2nc(NC3CC3)c3ncn(-c4ccccc4)c3n2)C1 (stereo unspecified) | 10 | 0.5 | -0.2 | -1
47 | O=C(O)COCC(=O)Nc1ccccc1-c1ccccc1 | -5 | -0.3 | 0.0 | -2
48 | COc1ccc(N(CC(=O)N2CCc3ccccc32)S(=O)(=O)/C=C/c2ccccc2)cc1 | 7 | -0.6 | 0.0 | 8

Single values from the list:
cpd 48 – GPR151 ag: -0.6
cpd 38 – FBW7 activator: -0.1
cpd 46 – TEAD-YAP block: 10
cpd 47 – GPR151 ag: -0.3
cpd 42 – TEAD-YAP block: -4

Part of the list above in order of molar mass, lowest first.
# | canonical_smiles | TEAD-YAP block | GPR151 ag | FBW7 activator | MITF inh
43 | COc1ccccc1Cc1nc2ccccc2[nH]c1=O | -1 | -0.6 | 0.0 | -6
38 | N#CC1=C(N)OC2=C(C(=O)CCC2)C1C1CC=CCC1 (stereo unspecified) | 7 | 0.2 | -0.1 | 14
44 | O=C(Nc1cc(Sc2ccccc2)cc(Sc2ccccc2)c1)c1c(F)cccc1F | -2 | 0.1 | -0.1 | 2

Further structures follow:
# | canonical_smiles | TEAD-YAP block | GPR151 ag | FBW7 activator | MITF inh
49 | C/C(=N/OCC(=O)Nc1sc2c(c1C#N)CCCC2)c1cccs1 | -7 | 0.3 | 0.2 | 11
50 | COc1cccc(CN(CC2CCN(C)CC2)C(=O)Nc2ccc(-c3cn[nH]c3)cc2OC)c1 | -14 | -1.8 | 0.6 | -6
51 | Cc1cc(C(=O)CSc2cccc[n+]2[O-])c(C)n1CC1CCCO1 (stereo unspecified) | -45 | -1.1 | 0.0 | 5
52 | Cc1nc2ccccn2c1C(=O)NCc1ccc(Cl)cc1 | 10 | -0.2&-0.2 | 0.6 | 18
53 | CCOC(=O)CCNCc1cccs1 | 3 | -0.5 | 0.1 | -2
54 | Cc1ccc(-c2noc(CCC(=O)NC3CCCCCC3)n2)cc1 | 18 | -1.1 | 0.6 | 20
55 | CCN1CCN(C(c2ccc(OC)cc2OC)c2nnnn2Cc2ccccc2)CC1 (stereo unspecified) | 0 | -0.1 | 0.6 | 1
56 | N=c1oc2ccc(Cl)cc2cc1-c1nc(-c2cc3ccccc3oc2=O)cs1 | -3 | -0.9 | 0.2 | 12
57 | Cc1ccc(-c2nnc3c4ccccc4c(C)nn23)cc1S(=O)(=O)NC(C)(C)C | 3 | 0.1 | 0.2 | -14
58 | CN(C)c1cccc(C(=O)N2CCc3c(nc(N4CCCC4)[nH]c3=O)C2)c1 | -15 | 0.2 | 0.0 | 13
59 | COc1ccc(NC(=O)C2=C(C)NC(=O)NC2c2ccc(OC)cc2OC)cc1 (stereo unspecified) | 21 | 1.8 | 0.0 | -1
60 | COCCNc1nc(-c2cc(OC)c(OC)c(OC)c2)ccc1C(=O)NCCNC(C)=O | 2 | 1.7 | 0.1 | 10
61 | O=C(NCc1ccco1)C1CC1c1ccccc1 (stereo unspecified) | -8 | 0.2 | -0.2 | 10
62 | Cc1cc(S(=O)(=O)N2CCN(S(=O)(=O)c3ccc(Cl)c(C)c3)C(C)C2)ccc1Cl (stereo unspecified) | -7 | -0.9 | -0.1 | 4
63 | NC(=O)Nc1ccc(C(=O)OCC(=O)NCc2ccccc2)cc1 | -3 | 0.3 | 0.3 | 4
64 | COc1cc(/C=C2/C(=O)N(c3ccc(Cl)c(Cl)c3)N=C2C)cc(OC)c1O | 2 | 1.1 | -0.6 | 8
65 | COc1ccc(S(=O)(=O)Nc2cc(C)cc(C)n2)c2ccccc12 | 7 | 0.7 | -0.5 | 8
66 | Cc1onc(-c2ccccc2Cl)c1C(=O)N1CCN(C2=NN=C(c3ccccc3)CS2)CC1 | -22 | 0.0 | -0.4 | 16
67 | Cn1c(=O)c2c(nc(NCCOc3ccc(Cl)cc3)n2C)n(C)c1=O | 5 | 0.5 | -0.2 | 1
68 | CCOc1ccc(COC2C(C3COC4(CCCCC4)O3)OC3OC4(CCCCC4)OC32)cc1 (stereo unspecified) | 7 | 0.2 | 0.1 | 11
69 | CCS(=O)(=O)NCC1CCN(Cc2ccccc2SC)CC1 | 12 | -0.5 | 0.1 | 21
70 | CCOC(=O)COC(=O)CSCc1c[nH]c(=O)[nH]c1=O | 0 | -0.1 | 0.1 | -3
71 | CC(=O)Nc1cccc(NC(=O)c2cccc(-c3ccc(O)cc3)c2)c1 | -2 | 0.5 | -0.2 | 6
72 | Cc1ccc(C(=O)N2CCN3C(=O)[C@@H](C)NC(=O)[C@H]3C2)cc1 | 9 | 0.0 | 0.8 | 15

Grouped by structure: the entries above containing a nitro group on carbon.
# | canonical_smiles | TEAD-YAP block | GPR151 ag | FBW7 activator | MITF inh
15 | O=C(Nc1ccc(F)c(Cl)c1)/C(=C/c1cccc([N+](=O)[O-])c1)NC(=O)c1ccccc1Br | 8 | -1.2 | -0.1 | -10
17 | O=Cc1cc([N+](=O)[O-])ccc1SCCSc1ccc([N+](=O)[O-])cc1C=O | 0 | 3.6 | 0.1 | 6
22 | O=C(O)c1ccc(Nc2cccc(F)c2)c([N+](=O)[O-])c1 | 11 | 1.0 | 0.0 | -3
33 | CN(c1ncnc(N)c1[N+](=O)[O-])C1CCS(=O)(=O)C1 (stereo unspecified) | 22 | -0.8 | 0.2 | 10

(next part)
# | canonical_smiles | TEAD-YAP block | GPR151 ag | FBW7 activator | MITF inh
73 | Cc1cnc(SCCN2CCOCC2)nc1C1CCCN(C(=O)Cc2ccsc2)C1 (stereo unspecified) | 3 | 0.6 | -0.1 | -12
74 | COC(NC(=O)Nc1nc2ccccc2s1)(C(F)(F)F)C(F)(F)F | 0 | -0.9 | 0.1 | 16
75 | CCN(CC)S(=O)(=O)c1ccc2nc(Cc3ccccc3)[nH]c2c1 | 5 | 0.4 | -0.1 | 11
76 | CCOC(=O)CSc1nnc2c3c4c(sc3nc(C)n12)CC(C)CC4 (stereo unspecified) | 5 | 1.7 | 0.0 | 3

Screening results as filed in PubChem.
